# Screens deposited in PubChem BioAssay by several laboratories.
# Efa HMGR inh = E. faecalis class II HMG-CoA reductase inhibition; inhibition, % at 10 µM; purified E. faecalis HMGR, NADPH absorbance 340 nm kinetic; 0.41% of 190,000 active; AID 1066;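 active = inhibition above a set limit, the median over all tested compounds plus 3 SD, cut at about 9.5% in these data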;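 note: enzyme runs in reverse so mevalonate oxidation gives rising NADPH absorbance; 0% = complete reaction with DMSO and 100% = background rate lacking mevalonate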
# STAT3 act = STAT3 signaling activation. U3A cells, IL-6 STAT3-luciferase reporter, luminescence; 100% = signal with IL-6 EC80 alone. activation (% of control), % at 5.6 µM. 0.91% of 190,000 active;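 active = activation above the screen-wide mean of compound activation plus 3 SD, cut at about 130% in these data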;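 note: 0% = background luminescence of wells with medium and substrate only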
#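 Test system: STAT3-luciferase reporter U3A cells; Detection: reporter luminescence signal; Times: 1 h compound pre-exposure, 6 h IL-6 stimulation, 37 °C; Benchmarks: IL-6-only high control; Also added: IL-6 stimulus at 33 ng/mL final.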
# TLR4-MyD88 BLA = TLR4-MyD88 interaction inhibition in cells; O00206+Q99836; HeLa CL3-4 TLR4/MyD88 BLA complementation, FRET ratio; inhibition, % at 8.4 µM; 0.18% of 200,000 active; AID 861; in the data active = inhibition above about 25%;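 note: 0% = vehicle and 100% = reference inhibitor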
# Target sequence (O00206 whole entry, looked up): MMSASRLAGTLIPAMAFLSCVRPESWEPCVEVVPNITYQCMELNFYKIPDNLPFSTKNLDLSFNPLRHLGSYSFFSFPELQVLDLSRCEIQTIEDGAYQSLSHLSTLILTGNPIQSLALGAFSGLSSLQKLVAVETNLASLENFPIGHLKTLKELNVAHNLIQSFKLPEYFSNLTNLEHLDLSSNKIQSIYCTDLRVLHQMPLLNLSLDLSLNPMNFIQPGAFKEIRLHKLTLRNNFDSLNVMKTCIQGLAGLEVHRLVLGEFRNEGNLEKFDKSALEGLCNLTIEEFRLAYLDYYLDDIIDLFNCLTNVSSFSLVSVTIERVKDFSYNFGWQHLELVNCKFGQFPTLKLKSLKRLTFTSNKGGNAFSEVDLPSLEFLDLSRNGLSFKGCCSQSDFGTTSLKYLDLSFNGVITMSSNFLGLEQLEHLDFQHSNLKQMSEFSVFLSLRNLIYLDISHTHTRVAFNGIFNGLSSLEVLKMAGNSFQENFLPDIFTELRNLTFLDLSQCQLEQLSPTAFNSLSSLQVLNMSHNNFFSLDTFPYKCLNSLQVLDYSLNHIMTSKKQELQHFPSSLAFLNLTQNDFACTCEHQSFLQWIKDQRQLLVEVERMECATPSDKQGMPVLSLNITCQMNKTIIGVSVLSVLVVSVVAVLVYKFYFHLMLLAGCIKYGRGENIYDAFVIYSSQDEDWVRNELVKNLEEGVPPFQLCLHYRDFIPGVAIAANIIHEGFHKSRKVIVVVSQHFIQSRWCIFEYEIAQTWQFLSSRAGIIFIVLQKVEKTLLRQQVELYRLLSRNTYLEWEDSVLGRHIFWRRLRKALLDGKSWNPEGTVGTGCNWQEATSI
# Target sequence (Q99836 whole entry, looked up): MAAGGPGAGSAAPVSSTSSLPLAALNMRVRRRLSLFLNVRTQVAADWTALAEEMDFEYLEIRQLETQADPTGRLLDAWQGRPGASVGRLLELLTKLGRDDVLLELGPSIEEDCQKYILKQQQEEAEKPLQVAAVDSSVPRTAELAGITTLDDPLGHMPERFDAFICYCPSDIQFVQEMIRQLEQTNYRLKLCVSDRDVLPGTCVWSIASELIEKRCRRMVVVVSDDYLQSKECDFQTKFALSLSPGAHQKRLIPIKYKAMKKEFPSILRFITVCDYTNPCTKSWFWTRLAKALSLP
# STAT3 blocker = reduces IL-6 driven STAT3 reporter signal | U3A cells, IL-6 STAT3-luciferase reporter, luminescence; host cell line lacks STAT1 | inhibition, % at 5.5 µM | 0.89% of 190,000 active | AID 862;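 active = inhibition above the mean inhibition across all screened compounds plus 3 SD, cut at about 44% in these data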;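 note: 0% = DMSO only wells and 100% = 100 µM nifuroxazide control wells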
# APP 5'UTR act = activates APP 5'UTR luciferase reporter. activation, % at 2 µM. 1% of 190,000 active. SH-SY5Y APP 5'UTR luciferase reporter, luminescence; zero percent = DMSO vehicle wells. AID 1276;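 active = activation above a set limit, based on mean plus 3 SD of controls, cut at about 140% in these data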; note: values of inactives mirror those of a sister screen read the other way
# Hsp70 activator = Hsp70 transcriptional activation, primary screen | activation, % at 10 µM | HeLa Hsp70 promoter luciferase reporter, luminescence; scaled: vehicle 0, proteasome-inhibitor control 100% | 0.04% of 200,000 active;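 active = activation above the mean across all tested compounds plus 3 SD, cutoff set per campaign, cut at about 5.5% in these data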;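 note: 100% = MG132 at 30 µM as the positive control and 0% = DMSO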
# NF-kB neuron act = raises NF-kB expression in human neuronal cells; 1.6% of 190,000 active; AID 1239; fold change at 12.5 µM; NF-kB reporter expression; hits give high values; in the data active = fold change above about 3.3
# Redox H2O2 prof = compounds producing H2O2 with reducing agent – biochemical, NIH compound library profiling, artefact control for MLSCN library redox annotation, primary screen. DTT-dependent redox cycling H2O2, phenol red/HRP absorbance; 100% = 100 µM peroxide control, 0% = buffer. activation, % at 10 µM. AID 878. 0.03% of 200,000 active;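 active = activation of at least 50% relative to the plate's high and low controls in the primary single-dose screen; inactive = activation below 50%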;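 note: compound incubated with DTT at 0.8 mM final as the reducing agent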
# STAT1 activator = increases IFN-gamma driven STAT1 reporter signal | NIH 3T3 STAT1-luciferase reporter, luminescence; 100% = IFN-gamma alone, no compound | AID 932 | activation (% of control), % at 5.5 µM | 2.6% of 200,000 active;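 active = activation above the screen-wide mean activation plus 3 SD, cut at about 130% in these data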;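 note: raw ratio to IFN-gamma control signal so 100% means no change and 0% no light; values of inactives mirror those of a sister screen read the other way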
# STAT1 inh = STAT1 signaling inhibition | NIH 3T3 STAT1-luciferase reporter, IFN-gamma, luminescence | inhibition, % at 5.5 µM | 0.35% of 200,000 active | AID 920;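 active = inhibition above a set limit, the mean inhibition across all tested compounds plus 3 SD, cut at about 34% in these data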;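 note: 0% = IFN-gamma with DMSO and 100% = IFN-gamma with 300 µM nifuroxazide; values of inactives mirror those of a sister screen read the other way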
# Numbers without * were called inactive; . = no result given. Rows are unselected; overall some 5.6% were active at least once.
SMILES,Efa HMGR inh,STAT3 act,TLR4-MyD88 BLA,STAT3 blocker,APP 5'UTR act,Hsp70 activator,NF-kB neuron act,Redox H2O2 prof,STAT1 activator,STAT1 inh
Cc1cc(S(=O)(=O)N2CCOCC2)ccc1F,-3,99,-6,1,14,-0.3,4.4*,-2.4,95,5
CC(C)(C)c1cc(Br)ccc1OCC(=O)Nc1ncn[nH]1,-4,100,10,5,8,0.0,1.1,-0.3,96,5
CC(c1nccs1)N(C)c1nc2nonc2nc1N(C)C (stereo not drawn),-6,100,0,3,23,0.0,1,-0.1,114,-18
C=CCNC(=S)NCc1cccnc1,0,98,9,3,-12,-0.2,1,.,84,18
CC(=O)Nc1ccc(C(=O)OC2CCOC2=O)cc1 (stereo not drawn),-2,100,6,5,-15,0.1,1.1,1.4,96,4
Cc1ccc(S(=O)(=O)CCC(=O)N2CCN(c3ccc(Cl)cc3)CC2)cc1,-4,91,-1,14,-9,0.4,0.7,-5.0,84,18
CC(=O)SC(C[N+](=O)[O-])c1cn(C(C)=O)c2ccccc12 (stereo not drawn),1,128,21,-28,-3,0.1,0.84,2.4,104,-4
CCc1ccc(OCc2nnc(SCCN3CCOCC3)n2CC)cc1,-11,100,-5,6,6,-0.2,1,-0.3,98,2
N#CCCn1cc(/C=N/NC(N)=S)c(-c2ccc(Br)cc2)n1,-1,100,15,2,4,-0.4,1.6,-0.2,100,-2
O=C(/C=C/c1ccccc1)NCc1ccco1,0,102,-10,0,6,0.0,1.4,0.0,108,-11
CC(C)=C(NC(=O)c1ccccc1)C(=O)N/N=C(\C)c1ccccc1O,-3,98,-6,-2,3,-0.4,1,-0.4,94,6
COC(=O)C1C(c2ccccc2)C(C(=O)O)C1c1ccccc1 (stereo not drawn),-4,98,7,4,24,-0.3,1.1,-0.1,100,1
Cc1ccc(-n2c(=O)c(C#N)cc3c(=O)n4ccccc4nc32)cc1C,0,95,-16,3,8,-0.3,1,0.6,96,4
O=C(NN1C(=O)c2cc(Br)ccc2NC1c1cc(Br)cc(Br)c1O)c1ccncc1 (stereo not drawn),-10,107,-12,-5,-4,-0.2,0.99,-0.2,108,-9
O=C(COC(=O)c1ccco1)NCc1ccco1,-3,97,5,6,13,-0.3,0.9,3.2,102,-2
Cc1occc1-c1nnc(SCC(=O)c2ccc(F)cc2)o1,1,85,-14,20,5,0.0,1.9,-0.1,102,-2
Cc1c(C(=O)NC(=S)NCC(C)C)oc2ccccc12,5,102,-1,1,46,-0.3,1.8,0.0,99,1
COc1ccc(NC(=O)CSc2nc3nc(-c4cccs4)cc(C(F)(F)F)c3c(=O)[nH]2)c(OC)c1,-2,89,-3,20,-9,-0.3,1.2,-0.1,92,9
CC1CCN(CC(=O)NC(=O)NCc2ccccc2)CC1,0,101,-10,-4,-8,-0.4,1.1,-0.2,85,18
CCOC(=O)N1CCN(C(=O)CCSc2ccccc2)CC1,-4,108,-3,-2,75,-0.1,1.8,-0.9,134*,-37
O=C(CN1C(=O)NC2NC(=O)NC21)N/N=C/c1ccccc1O (stereo not drawn),-4,103,-3,0,0,0.0,1.3,-1.7,108,-11
COc1ccc(C2CC(=O)c3c(C)nc(N4CCN(Cc5ccccc5)CC4)nc3C2)cc1OC (stereo not drawn),-6,95,-13,10,-1,-0.4,0.58,0.9,88,13
CCOC(=O)c1c(-c2ccccc2)csc1NC(=O)C(C)NCc1ccco1 (stereo not drawn),-8,89,4,9,-1,-0.3,0.74,0.2,101,-2
COc1ccc(CN2C3CCCC2CC(NC(=O)/C=C/c2ccccc2)C3)cc1 (stereo not drawn),-3,102,4,5,-2,-0.1,0.87,-0.5,94,6
CCN(CC(=O)NCc1cccs1)C(=O)c1cc(S(=O)(=O)N2CCOCC2)ccc1C,-1,95,0,8,-12,-0.2,0.8,0.0,96,4
COc1cc(C(=O)n2nc(C)cc2C)ccc1O,-3,92,0,15,7,-0.3,0.78,0.1,95,5
Cc1ccc2ncnc(NCCCCCC(=O)O)c2c1,-4,107,0,-6,13,0.0,1,-0.9,98,1
COc1cccc(C(=O)NCC(=O)OCC(=O)Nc2ncc(Cl)cc2Cl)c1,-6,98,-2,9,7,-0.2,1.1,-2.5,104,-6
COc1cc(NC(=O)c2ccco2)c(OC)cc1NC(=O)CCC(=O)Nc1cccc(C)c1C,1,103,-1,1,-13,-0.1,0.63,0.9,101,-2
COc1ccc(Cl)cc1NC(=S)NNC(=O)c1cccs1,-2,101,4,11,15,-0.1,0.97,0.1,104,-5
Cc1cccc(/C=N/n2c(-c3cc(-c4ccccc4)n[nH]3)n[nH]c2=S)c1,-5,104,4,-1,11,-0.1,1.1,0.3,99,1
O=C(c1ncn[nH]1)N1CCN(c2nc(-c3ccccc3)cs2)CC1,-2,91,-3,12,-5,-0.2,1,-0.4,103,-4
CC1(C)C2CCC1(C)C(OC(=O)c1ccc(O)cc1)C2 (stereo not drawn),-2,.,-11,.,9,-0.4,1.2,0.5,113,-15
COc1ccc([N+](=O)[O-])cc1NC(=O)c1ccc(C)o1,3,107,-5,-6,8,-0.1,1.2,0.2,101,-1
Cc1cccc2nc(CSc3nc4cc([N+](=O)[O-])ccc4s3)cn12,-1,89,6,12,-16,-0.4,1.3,-0.7,84,19
CC(CC(=O)Nc1ccccc1)n1ccnc1 (stereo not drawn),-1,128,-11,-28,9,-0.1,1.2,-0.7,95,7
Cc1nc2c(cnn2-c2ccccc2Cl)c(=O)n1-c1ccc(N2CCC(C)CC2)cc1,-1,80,7,29,.,-0.1,0.52,0.2,99,1
O=C(N/N=C/c1ccc(OC(=O)c2cccs2)cc1)c1cccc(F)c1,-5,125,12,-18,12,0.5,1.9,3.5,124,-26
Cc1ccc(NC(=O)c2ccc3c(c2)OCCO3)cc1,4,35,-6,77*,145*,-0.3,4.1*,4.3,94,7
COc1ccc(-c2noc(CCCOc3ccccc3)n2)cc1OC,-7,105,2,1,-4,-0.2,1.1,2.4,98,2
CC(/C=C/c1ccc2c(c1)OCO2)=N\NC(=O)COc1ccccc1C,2,96,2,8,0,-0.4,1.2,0.5,103,-3
COc1ccc(Cc2c(N)nc(N)nc2N)cc1,-1,91,-5,20,6,-0.4,0.93,1.1,96,4
Cc1cccc(-c2nc(CS(=O)CC(=O)N3CCCCC3)c(C)o2)c1 (stereo not drawn),-6,101,-3,8,.,-0.1,1.2,-0.4,95,5
CCOC(=O)CN(c1ccccn1)S(=O)(=O)c1ccc(OC)cc1,-1,102,-12,9,7,-0.1,1.1,-1.0,100,-1
CC(=O)N=c1c(C#N)cc2c(=O)n3ccccc3nc2n1Cc1ccccc1,-1,108,6,-8,8,-0.4,1.1,-0.4,100,0
COc1ccc(-c2nc(-c3ccccc3OC)no2)cc1OC,-2,96,5,7,31,-0.3,1.2,0.7,132*,-35
CSCCC(Nc1ccc(S(=O)(=O)N2CCOCC2)cc1[N+](=O)[O-])C(=O)OCC(=O)NCC(C)C (stereo not drawn),4,103,-22,-6,-2,0.0,0.91,0.0,94,7
O=C(NN1C(=O)c2ccccc2C1=O)C1CC2CCC1C2 (stereo not drawn),-1,102,-8,-3,7,-0.4,0.97,-0.4,102,-2
CCOC(=O)N1CCN(CC(=O)Nc2ccc(F)c(F)c2F)CC1,-4,104,-26,1,-7,-0.2,1,0.5,98,0
CCn1c(CNc2ccc(F)cc2)nnc1SCC(=O)N1CCCc2ccccc21,2,96,4,7,-2,-0.3,0.99,1.1,104,-4
Cc1ccccc1NC(=O)c1c(C)nn(-c2ccccc2)c1Cl,-5,92,8,10,14,-0.3,1.5,-0.5,110,-11
CCC(C)Nc1nnnc2c1sc1nc3c(cc12)COC(C)(C)C3 (stereo not drawn),-2,91,9,15,23,-0.2,0.57,-0.1,106,-4
CCCCn1c(SCC(=O)Nc2cc(C)on2)nnc1-c1cccnc1,-1,102,16,2,-8,0.2,1.3,0.5,98,2
Cc1ccc(NC(=S)N(CCN2CCOCC2)Cc2ccccc2F)cc1,4,100,-7,8,-8,-0.3,1.1,-0.2,96,5
CCOc1ccc(OCC)c(NC(=O)C2CCN(c3ncccn3)CC2)c1,1,107,-17,-4,-8,0.0,1.4,2.9,105,-6
COc1ccc(/C=N/S(=O)(=O)c2ccc(C)cc2)cc1,1,107,11,-4,18,-0.1,1.1,0.3,100,-1
Cc1cccc(NC(=O)c2oc(=O)c3ccccc3c2-c2ccccc2)c1C,2,112,-6,-17,10,0.0,1.3,0.1,95,6
Cc1cc(/C=C(\C#N)C(=O)NCc2ccco2)c(C)[nH]1,-2,96,4,6,13,0.0,1.4,1.0,109,-8
CCNc1nc(NCC)nc(N(n2cnnc2)S(=O)(=O)c2ccc(C)cc2)n1,-8,100,-22,-2,11,0.0,0.87,-0.2,92,9
COc1ccc(NC(=O)Cc2coc3cc(C)ccc23)cc1S(=O)(=O)N1CCOCC1,0,102,-6,-3,5,-0.1,1.3,0.4,102,-2
# Next records:
SMILES,Efa HMGR inh,STAT3 act,TLR4-MyD88 BLA,STAT3 blocker,APP 5'UTR act,Hsp70 activator,NF-kB neuron act,Redox H2O2 prof,STAT1 activator,STAT1 inh
COc1ccc(N2CC(C)Cn3c2nc2c3c(=O)n(Cc3ccccc3)c(=O)n2C)c(OC)c1 (stereo not drawn),-1,105,5,2,-11,-0.1,0.85,0.3,97,2
COc1ccc(C(=O)/C=C/C(=O)N(CC(=O)NC2CCCCC2)CC2CCCO2)c(O)c1 (stereo not drawn),-2,108,23,-2,-71,0.4,1.4,-1.0,103,-5
Cc1ccc(NC(=O)CN(C)C(=O)CSc2nc(C)cs2)cc1,-7,115,12,-9,-8,1.7,1,-0.6,104,-6
CC(C)(C)c1ccc(Cn2nnc3c(=O)[nH]c(C4CCCN(C(=O)Cc5cccs5)C4)nc32)cc1 (stereo not drawn),-9,101,-9,1,5,-0.3,0.89,1.6,99,1
Cc1cc(C)n2c(Br)c(CSc3nc4ccccc4s3)nc2n1,-1,99,0,-1,47,0.2,2.1,-0.8,109,-7
COc1ccc2cc(C(N)=O)c(=Nc3ccc(C)cc3)oc2c1,-3,98,3,13,16,-0.2,1.3,-0.7,138*,-43
O=[N+]([O-])c1cccc(Cl)c1CSc1ccccn1,-2,86,-3,21,-10,-0.1,1.4,-2.4,92,7
CC(=O)Nc1n[nH]c(-c2ccc(C)cc2)c1C,-6,117,8,-11,0,-0.2,1.1,-0.6,107,-9

# Compounds listed so far that have a COOH group, in the order listed:
SMILES,Efa HMGR inh,STAT3 act,TLR4-MyD88 BLA,STAT3 blocker,APP 5'UTR act,Hsp70 activator,NF-kB neuron act,Redox H2O2 prof,STAT1 activator,STAT1 inh
COC(=O)C1C(c2ccccc2)C(C(=O)O)C1c1ccccc1 (stereo not drawn),-4,98,7,4,24,-0.3,1.1,-0.1,100,1
Cc1ccc2ncnc(NCCCCCC(=O)O)c2c1,-4,107,0,-6,13,0.0,1,-0.9,98,1
